sdo1 growth – growth rescue of sdo1-depleted yeast, primary screen, S. cerevisiae, bone marrow failure model; S. cerevisiae sdo1-depleted JHY4D growth rescue, OD600 30 h; active compounds read high; pdr5 snq2 efflux-pump mutant strain; z-score at 10 µM; 140,000 compounds, 0.21% hits; AID 817, 2007;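 active = z-score above 3 at both the 24 hr and the 30 hr optical density reads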;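 also: z-score against mean and SD of all compound wells on the same plate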
Insulin prom inh – inhibitors of insulin promoter-driven GFP, primary screen, imaging, TRM-6 cells (human fetal islet line), eGFP reporter, cell count. inhibition, % at 2 µM. 130,000 compounds, 0.9% hits. reporter expression induced with tamoxifen;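 active = inhibition above the mean plus 3 SD, with well images judged a real hit on visual review, cut at about 60% in these data, passing the limit was not always enough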
sdo1 growth Rescue 24 h – second read-out of sdo1 growth, no call of its own (marks repeat the call); z-score; S. cerevisiae sdo1-depleted JHY4D growth rescue, OD600; measured here: growth rescue at 24 h;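 0 is the plate mean of compound wells and units are plate SD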
The depositor's hits bear a star; i = inactive; · = not tested or not shown. Not all compounds are listed. The share of hits here may be higher or lower than overall.

SMILES	sdo1 growth	sdo1 growth Rescue 24 h	Insulin prom inh
CC(=O)Oc1ccc(C(=O)Nc2cc(NC(=O)c3ccc(OC(C)=O)cc3)cc(C(=O)NC(C)(C)C)c2)cc1	-0.38	-0.61	-2.7
O=C(COc1ccccc1Cl)N(Cc1ccco1)C1CCS(=O)(=O)C1 (stereo not drawn)	0.42	-0.19	·
Cc1ccc(S(=O)(=O)N2CCN(C(=O)N(C)C)CC2)cc1C	0.48	0.81	22.7
CSc1ncccc1C(=O)OCC(=O)NC(C)(C)C	·	·	-88.9
C[C@]12C=CC(=O)C=C1CC[C@H]1[C@@H]3C[C@@H](O)[C@](O)(C(=O)CO)[C@@]3(C)C[C@H](O)[C@@]12F	-0.29	-0.91	9.1
CCOC(=O)c1cc(-c2ccc(OC(F)F)cc2)nc2c1c(=O)[nH]c(=O)n2C	1.01	2.07	-2.0
Cc1nnc(SCCn2c(N(C)Cc3ccccc3)nc3c2c(=O)n(C)c(=O)n3C)s1	·	·	-11.1
COc1ccc(OC)c(N/C=C2/CCCCC2=O)c1	-0.18	-0.22	48.3
CCOc1ccccc1NC(=O)CCN(c1ccc(C)cc1)S(=O)(=O)c1ccccc1	-0.76	-0.6	5.4
CC1CCCN(CCC(=O)Nc2ccc3c(c2)CCC3)C1 (stereo not drawn)	1.03	1.42	-100.0
CC1CCN(C(=O)C2CCN(S(=O)(=O)c3cnc[nH]3)CC2)CC1	-0.37	-0.7	i
Cc1sc2nc(SCC(=O)NCCO)n(C)c(=O)c2c1C	-0.75	-1.2	3.3
O=C(Nc1ccccc1C(=O)O)c1cc(S(=O)(=O)N2CCOCC2)cs1	·	·	-35.7
Cc1c(C(=O)Nc2ccccc2)cn2c(nc3ccccc32)c1C#N	-0.88	-0.17	20.7
CCCCc1ccc(S(=O)(=O)NNC(=S)NCc2ccco2)cc1	-0.16	-0.44	-42.1
COC(=O)C(NC=O)C(O)(Cc1ccccc1)C(F)(F)F (stereo not drawn)	0.15	-0.02	·
O=C(Nc1ccc(F)cc1)C(c1ccccc1)N1CCN(S(=O)(=O)c2ccccc2)CC1 (stereo not drawn)	-0.01	0.19	-144.4
COc1ccc(CNC(=O)CSc2nnc(Cn3nnc4ccccc43)n2C)cc1	1.96	1.32	39.3
Cc1ccccc1-n1c(Cn2c(=O)sc3ccccc32)nnc1SCC(=O)NCC1CCCO1 (stereo not drawn)	0.89	0.71	·
CC(C)N(Cc1nc(-c2ccccc2)no1)C(=O)Cc1ccccc1	-0.64	-0.7	·
CCCCSCCCNC(=O)CS(=O)Cc1nc(-c2cccc(C)c2)oc1C (stereo not drawn)	-1.84	-1.61	-12.0
CC(C)NC(=O)C1CCCN(S(=O)(=O)c2ccc(-n3cnnn3)cc2)C1 (stereo not drawn)	0.38	0.46	-1.8
CSC1=C(C#N)C(c2ccccc2Cl)C(C(C)=O)=C(C)N1 (stereo not drawn)	0.37	-0.21	-58.8
CC1(C)NC(C)(C)c2nonc2/C1=N\O	0.19	-0.17	-37.5
O=C(c1ccccc1)N1N=C(c2ccccc2)CC1c1ccccc1O (stereo not drawn)	·	·	7.1
O=C(CC1Oc2ccccc2NC1=O)NC1CC1 (stereo not drawn)	-0.48	0.75	·
CC(Oc1ccccc1)C(=O)Nc1cccc(F)c1 (stereo not drawn)	0.02	-0.28	-34.2
Clc1ccc(/C=N/Nc2ccccn2)cc1	·	·	50.0
Cc1cccc(N2CCN(C(=O)CN3C(=O)C4CC=CCC4C3=O)CC2)c1C (stereo not drawn)	·	·	0.0
COc1cc(S(=O)(=O)N2CCN(c3ccccc3F)CC2)c(OC)cc1Cl	-0.97	-0.26	-108.7
Cn1cccc1/C=N/n1c(-c2ccc(Cl)cc2Cl)n[nH]c1=S	0.41	-0.57	33.3
COC(=O)c1c(C)[nH]c(-c2csc(N)n2)c1C	·	·	-88.9
CCC(=O)Oc1ccc(C/C(=N\O)c2ccc(O)cc2O)o1	0.31	-0.13	40.7
N#CC1=C(N)NC(SCc2ccc(Br)cc2)=C(C#N)C12CCCCC2	-1.17	-0.89	-30.2
Cc1ccc(C)c(S(=O)(=O)N2CCN(CC(=O)Nc3ccc([N+](=O)[O-])cc3)CC2)c1	-0.81	-0.08	-7.9
Cc1cc(C(=O)NCC(=O)OCC(=O)N(C2CCCCC2)C2CCCCC2)ccc1[N+](=O)[O-]	-0.57	-0.18	16.1
CCn1c(CSc2nc(C)cc(C)n2)nnc1SCC(=O)Nc1cccc2ccccc12	-0.56	-0.63	-61.6
CCN(CC)CCCNC(=O)C1CCC(=O)N(c2ccc(OC)cc2)C1c1ccc(F)cc1 (stereo not drawn)	0.15	-0.67	·
Cc1ccccc1-c1nc(CS(=O)CC(=O)NCCN2CCN(Cc3ccccc3)CC2)c(C)o1 (stereo not drawn)	-0.53	-0.97	-21.4
Cc1ccc(OCC(=O)NCc2ccccn2)c(Br)c1	-0.19	-0.62	·
CN(C)c1nc(NCc2ccccc2)nc(N/N=C/c2ccc3c(c2)OCO3)n1	0.79	0.55	12.5
Fc1ccc(NC(=S)NN=C2CCCCCC2)cc1	-0.45	-0.55	-40.5
Cc1ccn2c(Nc3ccccc3C)c(-c3ccccn3)nc2c1	·	·	6.7
Cc1ccc(N(CC(=O)NC(C)c2ccccc2)S(=O)(=O)c2cccs2)cc1 (stereo not drawn)	-1.09	-0.22	-9.6
CC(NC(=O)c1ccc(Br)cc1)c1ccc2c(c1)CCCC2 (stereo not drawn)	-1.75	-0.74	8.8
Cc1cccc2nc(CSCc3ccco3)cn12	0.34	0.03	·
O=C(Cc1csc(Nc2nc(=S)[nH]c3ccccc23)n1)NCc1cccc(Cl)c1	0.14	1.21	39.3
Cc1cccc(NC(=O)CCNC(=O)c2ccco2)c1	1.55	1.08	-42.9
COc1ccc(NC(=O)C2CCN(S(=O)(=O)c3cccc4cccnc34)CC2)cc1OC	1.9	1.3	·
Cc1ccc(CNC(=O)CSCc2ccccc2F)cc1	·	·	33.3
Continued.
SMILES	sdo1 growth	sdo1 growth Rescue 24 h	Insulin prom inh
O=S(=O)(c1ccc(N2CCN(S(=O)(=O)c3ccccc3)CC2)nc1)N1CCCC1	·	·	27.8
COc1ccc(O[C@H]2C=C[C@@H](c3ccccc3)O[C@@H]2COC(=O)CC/C(C)=N/OC[C@@H](O)COCc2ccco2)cc1	-0.16	0.17	-28.6
CC(=O)Nc1nc(C=C(Cl)Cl)cs1	-0.38	-0.86	5.3
S=C(Nc1cccc(Cl)c1)Nc1ccccc1Oc1ccccc1	-0.91	-0.32	-50.0
O=C(NCC1CCCO1)c1ccc(NC(=O)C2CC=CCC2C(=O)O)cc1 (stereo not drawn)	0.05	-0.02	2.6
O=C(CSc1ncn[nH]1)CSc1ncn[nH]1	·	·	20.0
COc1ccc(-c2cc(-c3nnc(COC(=O)c4ccc(O)cc4)o3)c3ccccc3n2)cc1OC	·	·	-5.3
CN(CCO)c1nc(N)c2c(N)nc3c(c2c1C#N)CC(=O)N3C1CCCC1	-0.02	-0.1	30.6
NC(=O)c1ccc(-c2ncc(-c3ccccc3)o2)cc1	-0.5	0.08	-81.8
O=C(NCCCN1CCOCC1)c1cn(-c2ccccc2)nc1-c1cccs1	0.44	0.45	15.9
CC(NC(=O)C(=O)N/N=C/c1ccccc1)c1ccccc1 (stereo not drawn)	·	·	0.0
COc1ccc(OC)c(N2Cc3cc(C)c(C)cc3C2)c1	-0.39	-0.06	-5.3
Cc1oc2ccc(O)c(CN3CCOCC3)c2c1C(C)O (stereo not drawn)	0.99	1.44	-48.4
Cc1ccc(S(=O)(=O)NC2=C(N3CCN(c4ccccc4F)CC3)C(=O)c3ccccc3C2=O)cc1	-0.73	0.16	-3.3
Cc1ccc(NC(=O)c2cncc(Br)c2)c([N+](=O)[O-])c1	-0.31	0.07	-10.0
CC(C(=O)Nc1ccccc1C(=O)N1CCOCC1)N(c1ccc(Cl)cc1)S(C)(=O)=O (stereo not drawn)	·	·	-288.9
Cc1c(N2C(=O)c3ccc(Br)cc3C2=O)c(=O)n(-c2ccccc2)n1C	-0.09	-0.18	32.4
COC(=O)C1=C(C)C(c2cccs2)NC(=O)N1C (stereo not drawn)	0.97	1.24	2.6
CCOC(=O)c1cc(=O)n(Cc2ccccc2C)c2ccccc12	-1.04	-1.53	-5.6
Nc1nc(-c2ccco2)cs1	0.18	0.35	·

Given with two lines to a compound: entries from further up.
Each structure is followed by: sdo1 growth | sdo1 growth Rescue 24 h | Insulin prom inh
- O=C(NCC1CCCO1)c1ccc(NC(=O)C2CC=CCC2C(=O)O)cc1 (stereo not drawn)
  0.05 | -0.02 | 2.6
- O=C(CSc1ncn[nH]1)CSc1ncn[nH]1
  · | · | 20.0
- COc1ccc(-c2cc(-c3nnc(COC(=O)c4ccc(O)cc4)o3)c3ccccc3n2)cc1OC
  · | · | -5.3
- CN(CCO)c1nc(N)c2c(N)nc3c(c2c1C#N)CC(=O)N3C1CCCC1
  -0.02 | -0.1 | 30.6
- NC(=O)c1ccc(-c2ncc(-c3ccccc3)o2)cc1
  -0.5 | 0.08 | -81.8
- O=C(NCCCN1CCOCC1)c1cn(-c2ccccc2)nc1-c1cccs1
  0.44 | 0.45 | 15.9
- CC(NC(=O)C(=O)N/N=C/c1ccccc1)c1ccccc1 (stereo not drawn)
  · | · | 0.0
- COc1ccc(OC)c(N2Cc3cc(C)c(C)cc3C2)c1
  -0.39 | -0.06 | -5.3
- Cc1oc2ccc(O)c(CN3CCOCC3)c2c1C(C)O (stereo not drawn)
  0.99 | 1.44 | -48.4
- Cc1ccc(S(=O)(=O)NC2=C(N3CCN(c4ccccc4F)CC3)C(=O)c3ccccc3C2=O)cc1
  -0.73 | 0.16 | -3.3
- Cc1ccc(NC(=O)c2cncc(Br)c2)c([N+](=O)[O-])c1
  -0.31 | 0.07 | -10.0
- CC(C(=O)Nc1ccccc1C(=O)N1CCOCC1)N(c1ccc(Cl)cc1)S(C)(=O)=O (stereo not drawn)
  · | · | -288.9
- Cc1c(N2C(=O)c3ccc(Br)cc3C2=O)c(=O)n(-c2ccccc2)n1C
  -0.09 | -0.18 | 32.4
- COC(=O)C1=C(C)C(c2cccs2)NC(=O)N1C (stereo not drawn)
  0.97 | 1.24 | 2.6
- CCOC(=O)c1cc(=O)n(Cc2ccccc2C)c2ccccc12
  -1.04 | -1.53 | -5.6
- Nc1nc(-c2ccco2)cs1
  0.18 | 0.35 | ·

(continued)
SMILES	sdo1 growth	sdo1 growth Rescue 24 h	Insulin prom inh
COc1ccc(C2C(C#N)=C(C)NC3=C2C(=O)CC(C)(C)C3)cc1 (stereo not drawn)	-0.33	-0.92	60.0
FC(F)(F)c1cc(Oc2ccc(Cl)cc2)nc(-c2ccccn2)n1	-0.95	-0.39	14.3
CC(C)(C)c1[nH]nc2c1C(c1ccoc1)C(C#N)=C(N)O2 (stereo not drawn)	0.32	-0.18	30.0
O=C(O)[C@H]1CCC(=O)N1Cc1ccco1	1.03	0.75	-4.2
CC(=O)N1CCC(Nc2ccc(C)cc2)CC1	0.09	0.35	·
Cc1ccc(C(=O)N/N=C/c2ccc(N3CCOCC3)cc2)c(C)c1	·	·	33.3
O=C(Nc1cccc([N+](=O)[O-])c1)c1ccc2c(c1)OCCO2	-0.51	-0.7	5.3
CCOc1cccc(-c2cc(C(=O)N/N=C/c3ccc(OC)c(CN4CCOCC4)c3)c3ccccc3n2)c1	1.28	1.58	9.4
Cc1cc(NC(=O)c2cc3n(n2)C(C(F)(F)F)CC(c2ccco2)N3)no1 (stereo not drawn)	-0.35	-0.68	·
CCOc1ccc(NC(=O)c2nn(C)cc2Br)cc1	0.7	0.71	42.9
COc1ccc([N+](=O)[O-])cc1NC(=O)C(C)N(C)Cc1ccc(Br)cc1 (stereo not drawn)	-0.85	-0.26	-46.4
O=C(CCc1nc(-c2cccs2)no1)Nc1cnc2ccccc2c1	0.67	1.66	22.2
Cc1ccccc1SCC(=O)N1CCN(c2ccc(C(F)(F)F)cn2)CC1	-1.03	-1.33	·
CCN(CC)CCNC(=O)Cn1nc(Cc2ccccc2)c2ccccc2c1=O	0.2	-0.39	3.2
C=CCn1c(-c2cccn(Cc3ccc(Cl)cc3)c2=O)n[nH]c1=S	0.07	-0.13	·
C=CCC(NCc1ccco1)c1ccc(OC)cc1 (stereo not drawn)	-0.77	-1.15	11.1
CCc1ccc(-c2nc(CSCC(=O)N3CCN(c4ncccn4)CC3)c(C)o2)cc1	-1.08	-0.92	·
O=C(NCCCCNC(=O)c1ccco1)c1ccco1	1.91	2.19	·
CC1(C)CC(c2nc(-c3ccc(Br)cc3)cs2)CCS1 (stereo not drawn)	0.89	0.29	·
NC(=O)c1c(NC(=O)C2CCCO2)sc2c1CCC2 (stereo not drawn)	0.93	0.18	13.5
COc1ccccc1Nc1nnc(SCC(=O)N2CC(=O)Nc3ccccc32)s1	0.86	0.78	·
O=C(O)CC(Cc1ccccc1)c1ccc2c(c1)OCO2 (stereo not drawn)	-0.23	-1.18	-64.3
COc1ccc(NC(=O)CSc2nc3ccsc3c(=O)n2Cc2ccccn2)c(OC)c1	·	·	21.4
Cc1cccc(-c2c3c(=O)n(C)c(=O)n(C)c3cn2C2CCCCC2)c1	-1.22	1.86	-5.7
NNC(=S)NCCc1ccccc1	·	·	11.8
O=S(=O)(c1cccs1)N1CN(Cc2ccccc2)c2nc3ccccc3nc21	-1.29	-0.72	19.2
CCN(CC)c1ncnc2c1cnn2C	0.85	0.06	52.9
COc1ccc(C(=O)Nc2cccnc2)cc1	0.15	-0.11	28.6
CCCOc1ccc(/C(O)=C2/C(=O)C(=O)N(CCCOC)C2c2cccnc2)cc1 (stereo not drawn)	0.03	0.26	37.5
O=C(Nc1ccccc1)c1cc([N+](=O)[O-])ccc1NC1CCCCC1	-1.69	-0.74	52.9
CCOc1ccc(Nc2nc(Cl)nc(NCCO)n2)cc1	0.75	0.73	·
CN1CCN(Cc2cc(=O)oc3ccc(Cl)cc23)CC1	0.09	0.43	-50.0
